USP1-UAF1 inh – blocks the human USP1/UAF1 deubiquitinase complex | O94782 | Potency, µM (highest dose often 57.1 µM), for the others: top-dose activity change, negative = inhibition, usual class: inhibitors | 390,000 tested, 0.23% active | recombinant USP1/UAF1, Ub-Rhodamine cleavage fluorescence; also: % is scaled to controls: 0 for no effect and ±100 for the full control effect; nearly all actives have a fitted effect of over 60% in size; inactives centre near -12
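USP1/UAF1 complex at 1 nM was preincubated with compound for 15 min at room temperature, then Ub-Rho substrate (150nM final) was added. Fluorescence (480/540 nm) was read kinetically, 6 reads every 60 seconds.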
RXFP1 ag – agonists of human relaxin receptor RXFP1. Potency, µM (titrated, usually from 57.5 µM), inactives show at the highest dose activation, usual class: activators. 370,000 tested, 0.3% active. Q9HBX9. AID 2676. HEK293T-RXFP1 cAMP TR-FRET, 30 min; response scale: percent of porcine relaxin response, buffer zero; also: % is scaled to controls: 0 for no effect and ±100 for the full control effect; nearly all actives have a fitted effect of over 60% in size; many of its hits are not listed in these tables
Target sequence (Q9HBX9 whole entry, looked up): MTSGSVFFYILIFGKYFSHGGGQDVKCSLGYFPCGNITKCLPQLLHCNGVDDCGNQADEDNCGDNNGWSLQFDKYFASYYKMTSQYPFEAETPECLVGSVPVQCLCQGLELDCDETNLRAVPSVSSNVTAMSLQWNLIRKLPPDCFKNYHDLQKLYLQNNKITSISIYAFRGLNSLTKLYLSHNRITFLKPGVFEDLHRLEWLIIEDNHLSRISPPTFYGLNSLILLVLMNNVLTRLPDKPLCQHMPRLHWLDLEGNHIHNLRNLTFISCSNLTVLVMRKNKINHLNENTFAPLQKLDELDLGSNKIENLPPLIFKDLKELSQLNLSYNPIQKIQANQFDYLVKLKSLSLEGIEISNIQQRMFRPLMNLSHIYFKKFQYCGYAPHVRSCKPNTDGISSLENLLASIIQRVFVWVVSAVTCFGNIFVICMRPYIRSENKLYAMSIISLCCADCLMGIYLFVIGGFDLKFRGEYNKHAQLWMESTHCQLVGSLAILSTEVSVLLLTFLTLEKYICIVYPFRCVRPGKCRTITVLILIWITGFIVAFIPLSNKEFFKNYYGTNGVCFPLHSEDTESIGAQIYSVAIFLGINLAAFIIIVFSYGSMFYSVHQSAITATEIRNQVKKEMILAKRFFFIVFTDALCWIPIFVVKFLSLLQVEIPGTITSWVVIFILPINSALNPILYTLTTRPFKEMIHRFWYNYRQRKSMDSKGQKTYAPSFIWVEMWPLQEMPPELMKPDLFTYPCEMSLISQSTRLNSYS
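HEK293T cells stably expressing RXFP1 were pretreated with the PDE4 inhibitor Ro 20174, exposed to compounds for 30 min at 37C, lysed, and cAMP was read by TR-FRET. Data normalized to buffer (basal) and 29 nM porcine relaxin (100%).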
mIDH1 inhibitor – human IDH1 R132H inhibition; O75874; IDH1-R132H enzyme, NADPH consumption, diaphorase/resazurin fluorescence; Potency, µM (series often up to 76.6 µM), for the others: at the highest dose activity change, negative = inhibition, most hits filed as inhibitors; 390,000 tested, 0.093% active; AID 602179; also: % is scaled to controls: 0 for no effect and ±100 for the full control effect; nearly all actives have a fitted effect of over 65% in size
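IDH1-R132H (0.5 ug/mL dispensed) in pH 7.5 Tris buffer was preincubated 30 min with compound, then given a substrate mix of 0.016 mM NADPH and 2 mM alpha-KG for 80 min at room temperature; remaining NADPH was read by diaphorase/resazurin fluorescence.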
Vif-APOBEC3F blk – inhibitors of Vif-A3F interaction; HeLa A3F-eYFP + Vif (tagged APOBEC3F with the HIV-1 protein that degrades it), YFP fluorescence increase; AID 602313; 390,000 tested, 0.2% active; Potency, µM (top dose mostly 46.1 µM), for inactives: at the highest dose activity, negative = active; also: % of control where 0% means no effect; nearly all actives have a fitted effect of over 65% in size
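Fluorescence increase (Ex 488/Em 500-530) after overnight compound treatment at 37 deg C flags inhibition of Vif-driven A3F-eYFP loss in stable HeLa A3F-eYFP/Vif cells seeded overnight beforehand.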
ALOX12 inh – inhibitors of human 12S-lipoxygenase ALOX12; P18054; purified 12hLO, xylenol orange hydroperoxide absorbance; Potency, µM (highest dose often 108 µM), inactives show at the top dose activity change, negative = inhibition, usual class: inhibitors; 580,000 tested, 1.1% active; also: % is scaled to controls: 0 for no effect and ±100 for the full control effect
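Hydroperoxide product was detected by ferrous iron/xylenol orange as the 573 to 405 nm absorbance ratio. Arachidonic acid at 40 uM (final) was turned over for 30 min at room temperature by 150 nM human 12hLO, pH 7.0 Hepes buffer, after 15 min compound preincubation.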
TrxR1 substrate – is turned over as a substrate by rat TrxR1; O89049; purified TrxR1 substrate turnover, NADPH consumption readout; Potency, µM (highest dose often 114 µM), for inactives: at the top dose activity change, negative = substrate turnover; 390,000 tested, 0.01% active; also: % is scaled to controls: 0 for no effect and ±100 for the full control effect; nearly all actives have a fitted effect of over 50% in size
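Rat TrxR1, dispensed at 90 nM, was prereduced with 400 uM NADPH (final) for 5 min at ~22 deg C, then incubated with compound 15 min before 400 uM selenite. A first-read NADPH fluorescence drop versus no-compound background flagged substrates.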
Vif-A3G inh – blocks the Vif interaction with human APOBEC3G; AID 602310; 410,000 tested, 0.076% active; Potency, µM (top dose mostly 46.1 µM), inactives show at the highest dose activity, negative = active, usual class: inhibitors; HeLa A3G-eYFP + Vif (tagged APOBEC3G with the HIV-1 protein that degrades it), YFP fluorescence, overnight; Q9HC16;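 also: % is scaled to controls: 0 for no effect and ±100 for the full control effect; nearly all actives have a fitted effect of over 60% in size; hits raise eYFP signal because A3G escapes Vif-driven loss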
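HeLa cells stably expressing Vif and C-terminally eYFP-tagged A3G, seeded overnight at 37 deg C, then exposed to compound by pintool overnight at 37 deg C. Rise in yellow fluorescence (Ex 488/Em 500-530, Acumen) marks blocked Vif-driven A3G degradation.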
rTrxR1 inhibitor – rat TrxR1 inhibition. O89049. recombinant rTrxR1, NADPH fluorescence consumption, selenite substrate. Potency, µM (highest dose often 114 µM), inactives show at the highest dose activity change, negative = inhibition, most hits filed as inhibitors. 390,000 tested, 1% active. AID 588453; also: % is scaled to controls: 0 for no effect and ±100 for the full control effect; nearly all actives have a fitted effect of over 65% in size
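Rat TrxR1 (90 nM in the dispensed reagent) was pre-reduced with 400 uM NADPH for 5 min at room temperature, then incubated with compound for 15 min. After 400 uM selenite was added, NADPH fluorescence (Ex 340/Em 450 nm) was followed for 8 min.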
RGS4 inhibitor – blocks human RGS4-accelerated GTP hydrolysis | P49798 | Transcreener GDP fluorescence polarization, RGS4-accelerated GTP hydrolysis | Potency, µM (top dose mostly 114 µM), for the others: at the highest dose activity change, negative = inhibition, most hits filed as inhibitors | 390,000 tested, 0.039% active; also: % is scaled to controls: 0 for no effect and ±100 for the full control effect; nearly all actives have a fitted effect of over 75% in size; some results filed as inactive show a strong effect at the top dose
Target sequence (P49798 whole entry, looked up): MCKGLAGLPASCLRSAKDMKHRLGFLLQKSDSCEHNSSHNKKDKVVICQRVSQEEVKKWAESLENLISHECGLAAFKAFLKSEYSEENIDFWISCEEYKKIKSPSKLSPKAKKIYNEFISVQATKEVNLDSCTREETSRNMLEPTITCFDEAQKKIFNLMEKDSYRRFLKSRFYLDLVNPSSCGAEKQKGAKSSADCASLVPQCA
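MLSMR compounds (23 nl, pin-transferred) preincubated 10 min at room temperature with a 500nM (2x) first reagent, then RGS4 at 900nM (2x) plus Transcreener GDP mix added; fluorescence polarization (620/688 nm) read before and after 90 min at 30 °C.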
* hit, by the source's call; ? = inconclusive; nt = not tested or not shown; [ ] = remark or other dose. Calls follow the shape of the dose curve; as a rule, active = well fitted curve in the direction sought with a large enough effect; inconclusive = small, poorly fitted or top-dose-only effect, or another doubt; inactive = no such curve, though single readings can be large; an effect the other way counts as inactive or inconclusive. Potency is read from the fitted curve at half-maximal effect. The list is partial; the hit share may differ from the screen's.

SMILES | rTrxR1 inhibitor | RGS4 inhibitor | RXFP1 ag | TrxR1 substrate | Vif-A3G inh | mIDH1 inhibitor | Vif-APOBEC3F blk | USP1-UAF1 inh | ALOX12 inh
Cc1ccc(NC(=O)CCNS(=O)(=O)c2cc(Br)cnc2N)cc1Cl | -12% | 6% | 0.9% | -7% | -1% | 5% | -4% | -6% | ?
CCCCC[C@@H]1C=C(C(=O)O)[C@H](c2ccc(C#N)cc2)N1S(=O)(=O)c1ccc(C)cc1 | 15% | -11% | nt | 5% | 0% | 9% | 5% | ? | ?
Cc1cc2[nH]c(=O)c(=O)[nH]c2cc1S(=O)(=O)N(C)C1CCCCC1 | 6%[57.1 µM] | 9% | 4.7% | 9%[57.1 µM] | 0% | -10% | -7% | -4% | 388%[activator]
CC1CCN(C(=O)c2ccccc2NC(=O)Nc2ccccc2)CC1 | -8% | -38% | 0.6% | -11% | -2% | 5% | -4% | -15% | -4%
C/C(=N\Nc1ccc([N+](=O)[O-])cc1[N+](=O)[O-])c1cccnc1 | -3%[57.1 µM] | -7% | 0.9% | -11% | 0% | 2% | -9% | -21% | ?
Cc1cc(NC(=O)C2CCN(S(=O)(=O)c3cnc[nH]3)CC2)ccc1Br | 10% | -47% | -0.2% | 3% | -2% | 3% | 0% | -15% | 0%
COC(=O)c1ccc(C2c3c(n[nH]c3C)C(=O)N2c2ccc(C)cc2)cc1 (stereo not drawn) | 2% | -12% | 0.4% | 0% | -3% | -11% | 2% | -17% | ?
Cc1ccc(C2CCN(C(=O)Nc3ccc(Cl)cc3)C2)cc1 (stereo not drawn) | 17%[57.1 µM] | -4% | -0.7% | 1%[57.1 µM] | -2% | 8% | -8% | ? | ?
CC1(C)CC(NS(=O)(=O)c2ccc(S(=O)(=O)N3CCOCC3)cc2)CCO1 (stereo not drawn) | 10% | 33% | 0.4% | 9% | -4% | 5% | -1% | -10% | -6%
CCOC(=O)CSc1n[nH]c(-c2ccco2)n1 | 13%[57.1 µM] | ? | 1.9% | 10%[57.1 µM] | 0% | -3% | -7% | -21% | 84%[activator]
CCOc1cc(/C=N/NC(=O)c2nn(C)cc2Br)ccc1OCc1ccccc1 | -8% | 4% | 1.1% | -11% | 0% | 3% | 3% | -16% | 7%
CCNC(=S)SCCOc1ccc(C)cc1 | 3% | -6% | 5.5% | -6% | 3% | 4% | 4% | -12% | ?
CCOC(=O)C1CCN(C(=O)c2n[nH]c(=O)c3ccccc23)CC1 | 6% | 28% | 1.6% | 4% | -1% | 3% | 3% | -1% | -24%
COc1cccc2sc(N(Cc3cccnc3)C(=O)c3ccco3)nc12 | 11%[57.1 µM] | -13% | 2.7% | 2%[57.1 µM] | -4% | 6% | -20% | -15% | -11%
CCC(C)(C)n1nnnc1CN1CCC(c2nc3ccc(C)cc3[nH]2)CC1 | -8% | 8% | 1.5% | -1% | -1% | 2% | -8% | 2% | -29%
Cc1cc(C)cc(N(CCC#N)C(=O)COC(=O)c2ccc(OCc3c(C)noc3C)cc2)c1 | -1% | -16% | 0.1% | -12% | 2% | 4% | -13% | -18% | 1%
Cc1nnsc1SC(C)C(=O)O (stereo not drawn) | 7% | 15% | 0.0% | 3% | 0% | 6% | nt | -5% | 0%
Cc1cccc(NC(=O)COC(=O)c2ccc3c(c2)OCO3)c1C | 18% | -8% | ? | 1% | 4% | -1% | 3% | -19% | 20%
COc1ccc(C2CC(=O)c3cc(-c4nc(-c5cccc([N+](=O)[O-])c5)cs4)c(=O)n(-c4cc(C)cc(C)c4)c3C2)cc1 (stereo not drawn) | 21% | -28% | 0.1% | 2% | 0% | -5% | -8% | -3% | -11%
CC(=O)N1CCC(C(=O)N2CCN(S(=O)(=O)c3ccc(Cl)s3)CC2)CC1 | -4% | -4% | nt | 5% | 0% | 1% | -22% | -17% | 2%
COc1ccc(Nc2nc(N)nc(CSC(=S)N3CCCCC3)n2)cc1 | 5% | 7% | 0.7% | -1% | -7% | 12% | -4% | -6% | -3%
O=C1NC2=C(C(=O)CCC2)C(c2ccccc2)N1 (stereo not drawn) | 26% | -6% | -0.1% | 9% | 0% | -2% | 6% | -22% | 7%
O=C(CCC1CCCN(C(=O)c2ccc3[nH]ccc3c2)C1)N1CCN(c2ccccn2)CC1 (stereo not drawn) | 13% | 25% | -0.6% | 7% | 5% | -8% | -8% | -1% | 2%
NC(=O)c1c(NC(=O)c2cccc(N3C(=O)CCC3=O)c2)sc2c1CCCCC2 | -4% | -4% | 2.5% | 2% | -1% | 10% | -5% | -9% | -10%
CCc1nnc(NC(=O)c2cc(S(=O)(=O)N3CCN(c4ccccc4)CC3)ccc2Cl)s1 | -17% | -23% | 1.5% | -16% | -11% | 3% | -3% | -13% | -1%
CC(C)(C)c1ccc(CN2C(=O)CSC2=O)cc1 | 23% | -3% | -0.5% | 4% | 1% | 0% | -8% | -3% | 5%
COC(=O)CCCCC1SCC2NC(=O)NC21O (stereo not drawn) | ? | -36% | 0.9% | -12% | -3% | 8% | -3% | -2% | -15%
COc1ccc(/C=N/Nc2cc(C)nc3c(C)cccc23)cc1 | 23% | -7% | 1.6% | -1% | 1% | 1% | 0% | -20% | ?
CCCCCc1ccc(-c2ccc(OCC)cc2)nc1 | 28%[57.1 µM] | -7% | -0.8% | 4%[57.1 µM] | -3% | 4% | 4% | -3% | 0%
O=C(N/N=C/c1ccc(Cl)cc1)c1cc2c(s1)-c1ccccc1CC2 | 13%[57.1 µM] | -1% | 3.1% | 16%[57.1 µM] | ? | -1% | -16% | -17% | 0%
O=C(CCc1ccccc1)NN1C(=O)C2C3C=CC(O3)C2C1=O (stereo not drawn) | 45µM* | -13% | 2.7% | -8% | 1% | -5% | -1% | -16% | 0%
COC(=O)c1cn(C)c2ccc(S(=O)(=O)N3CCCCC3)cc2c1=O | 2% | 4% | 8.5% | -4% | 1% | 4% | -15% | -11% | -12%
Cc1nnc(NC(=O)c2ccc(Br)cc2)s1 | 23% | 8% | -1.3% | -3% | 0% | 2% | 1% | -13% | -28%
COc1ccccc1NS(=O)(=O)c1cccc(NS(=O)(=O)c2cc(C(=O)O)ccc2Cl)c1 | nt | nt | nt | nt | 0% | 13% | 0% | -23% | ?
CC1(c2ccccc2)CC(C)(C)N2C(=O)Cc3cccc1c32 (stereo not drawn) | -4% | 9% | 2.0% | 3%[57.1 µM] | 0% | 9% | -1% | -8% | -16%
COC(=O)c1c(NC(=O)CCCOc2cccc(C)c2)sc2c1CCC2 | -2% | -28% | 0.3% | 8% | -3% | -8% | -2% | -2% | ?
Cc1cccn2c(=O)c(/C=C(\C#N)S(=O)(=O)c3ccccc3)c(N3CCN(C)CC3)nc12 | -5%[57.1 µM] | -3% | 3.2% | -12% | -1% | -2% | -10% | -4% | -26%
Cc1ccc(Cl)cc1N1CCN(CCCNC(=O)C2COc3ccccc3C2)CC1 (stereo not drawn) | 3%[57.1 µM] | -3% | -0.3% | -6%[57.1 µM] | 3% | 5% | 5% | 1% | 2%
Cc1cccc(C(=O)NC2CC3CCCC(C2)N3C(=O)Nc2ccccc2)c1 (stereo not drawn) | 16% | -8% | -2.5% | 5% | -4% | 0% | -11% | -9% | -3%
CCOC(=O)c1ccc(NC(=O)c2ncn(-c3ccccc3)n2)cc1 | 8% | 1% | 9.9% | 11% | -8% | 14% | -2% | -19% | -9%
COc1cc(C)c(/C=C/C(C)=C/C=C/C(C)=C/C(=O)O)c(C)c1C | 5% | -8% | nt | -4% | 1% | -3% | -17% | -33% | ?
Cc1cccc(N2CCN(S(=O)(=O)c3cc(Br)cc4c3N(C(=O)C3CC3)CC4)CC2C)c1 (stereo not drawn) | 30% | 16% | -3.1% | 9%[2.29 µM] | 3% | -3% | 6% | -13% | -18%
CN(C(=O)COC(=O)/C=C/c1ccc(F)cc1)c1c(N)n(Cc2ccccc2)c(=O)[nH]c1=O | 10% | -12% | 1.3% | -3% | 1% | 6% | 2% | -15% | -2%
CC(=O)c1c(C)[nH]c(C(=O)Nc2ccccn2)c1C | -24% | -6% | 4.2% | -13% | 1% | -9% | 0% | -7% | -4%

Another view of part of the listing above.
COc1cc(C)c(/C=C/C(C)=C/C=C/C(C)=C/C(=O)O)c(C)c1C
- rTrxR1 inhibitor = 5%
- RGS4 inhibitor = -8%
- RXFP1 ag = nt
- TrxR1 substrate = -4%
- Vif-A3G inh = 1%
- mIDH1 inhibitor = -3%
- Vif-APOBEC3F blk = -17%
- USP1-UAF1 inh = -33%
- ALOX12 inh = ?

Cc1cccc(N2CCN(S(=O)(=O)c3cc(Br)cc4c3N(C(=O)C3CC3)CC4)CC2C)c1 (stereo not drawn)
- rTrxR1 inhibitor = 30%
- RGS4 inhibitor = 16%
- RXFP1 ag = -3.1%
- TrxR1 substrate = 9%[2.29 µM]
- Vif-A3G inh = 3%
- mIDH1 inhibitor = -3%
- Vif-APOBEC3F blk = 6%
- USP1-UAF1 inh = -13%
- ALOX12 inh = -18%

Source: PubChem (National Center for Advancing Translational Sciences (NCATS))
